Assay outcomes as filed in PubChem.
RGS4 inh: blocks human RGS4-accelerated GTP hydrolysis; P49798; Transcreener GDP fluorescence polarization, RGS4-accelerated GTP hydrolysis; Potency, µM (doses to about 114 µM), inactives show at the top dose activity change, negative = inhibition, most hits filed as inhibitors; 390,000 compounds, 0.039% hits; also: % is scaled to controls: 0 for no effect and ±100 for the full control effect; nearly all actives have a fitted effect of over 75% in size; some results filed as inactive show a strong effect at the top dose
Target sequence (P49798 whole entry, looked up): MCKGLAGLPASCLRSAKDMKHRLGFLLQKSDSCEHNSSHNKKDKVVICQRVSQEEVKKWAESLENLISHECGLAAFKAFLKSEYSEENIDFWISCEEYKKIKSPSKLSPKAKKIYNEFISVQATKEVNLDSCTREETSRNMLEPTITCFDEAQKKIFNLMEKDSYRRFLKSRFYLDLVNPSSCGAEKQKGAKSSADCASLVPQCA
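MLSMR compounds (23 nl, pin-transferred) preincubated 10 min at room temperature with a 500nM (2x) first reagent, then RGS4 at 900nM (2x) plus Transcreener GDP mix added; fluorescence polarization (620/688 nm) read before and after 90 min at 30 °C.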
Tb PGK inh: blocks T. brucei phosphoglycerate kinase; P07378; PGK/GAPDH coupled, Kinase-Glo luminescence, 60 min; Potency, µM (titrated, usually from 57.5 µM), for the others: at the highest dose activity change, negative = inhibition, actives largely listed as inhibitors; 380,000 compounds, 0.043% hits; AID 602233; also: % is scaled to controls: 0 for no effect and ±100 for the full control effect; nearly all actives have a fitted effect of over 60% in size
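Recombinant glycosomal PGK reaction used 1,3-bisphosphoglycerate generated in-well by GAPDH (100nM final) in 100mM TEA pH 7.6, 5mM MgCl2, 0.01% Tween-20. After 60 minutes at room temperature, ATP was read by Kinase-Glo Plus luminescence end-point.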
JMJD2A Tudor: blocks the human JMJD2A Tudor domain; Potency, µM (highest dose often 114 µM), for inactives: at the highest dose activity change, negative = inhibition, usual class: inhibitors; 390,000 compounds, 4.4% hits; AlphaScreen JMJD2A-Tudor / H3K4me3 peptide binding; also: % is scaled to controls: 0 for no effect and ±100 for the full control effect; nearly all actives have a fitted effect of over 50% in size
TrxR1 inh: rat TrxR1 inhibition | recombinant rTrxR1, NADPH fluorescence consumption, selenite substrate | O89049 | Potency, µM (titrated, usually from 114 µM), for inactives: at the highest dose activity change, negative = inhibition, actives largely listed as inhibitors | 390,000 compounds, 1% hits; also: % is scaled to controls: 0 for no effect and ±100 for the full control effect; nearly all actives have a fitted effect of over 65% in size
Target sequence (O89049 whole entry, looked up): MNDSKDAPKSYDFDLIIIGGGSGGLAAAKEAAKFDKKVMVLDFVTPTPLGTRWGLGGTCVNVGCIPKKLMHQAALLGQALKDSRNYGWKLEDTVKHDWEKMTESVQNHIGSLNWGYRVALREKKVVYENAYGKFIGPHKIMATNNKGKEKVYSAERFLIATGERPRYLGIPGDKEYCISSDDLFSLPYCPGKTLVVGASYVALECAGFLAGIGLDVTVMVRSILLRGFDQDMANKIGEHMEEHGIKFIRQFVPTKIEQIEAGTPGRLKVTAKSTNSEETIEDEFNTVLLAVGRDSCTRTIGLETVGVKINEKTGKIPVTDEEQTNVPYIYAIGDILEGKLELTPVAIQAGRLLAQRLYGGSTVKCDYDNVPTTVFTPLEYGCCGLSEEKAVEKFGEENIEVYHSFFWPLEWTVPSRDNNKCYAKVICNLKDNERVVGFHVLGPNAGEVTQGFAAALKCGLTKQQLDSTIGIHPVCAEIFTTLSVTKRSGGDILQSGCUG
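Rat TrxR1 (90 nM in the dispensed reagent) was pre-reduced with 400 uM NADPH for 5 min at room temperature, then incubated with compound for 15 min. After 400 uM selenite was added, NADPH fluorescence (Ex 340/Em 450 nm) was followed for 8 min.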
Pin1 inhibitor: blocks the human prolyl isomerase Pin1; Q13526; Pin1 FP peptide displacement, HiFluor488, 10 min; Potency, µM (series often up to 115 µM), for the others: at the highest dose activity, negative = inhibition, usual class: inhibitors; 390,000 compounds, 0.009% hits; active = well fitted inhibition curve with a large enough effect in the polarisation, with a control signal flat, not every such curve was filed as active; inconclusive = small, poorly fitted or top-dose-only effect, or effect the other way, or a change in a side signal; inactive = no such curve, though single readings can be large or run the other way; the % refers to the polarisation; also: % is scaled to controls: 0 for no effect and ±100 for the full control effect
Target sequence (Q13526 whole entry, looked up): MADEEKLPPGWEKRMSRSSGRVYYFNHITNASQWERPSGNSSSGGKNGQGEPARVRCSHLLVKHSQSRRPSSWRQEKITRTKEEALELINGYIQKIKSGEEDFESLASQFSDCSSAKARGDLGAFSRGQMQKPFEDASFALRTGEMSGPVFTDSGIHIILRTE
GLS inhibitor: inhibitors of human glutaminase (GLS). O94925. GLS enzymatic activity, qHTS titration. Potency, µM (titrated, usually from 45.5 µM), without a hit: top-dose activity change, negative = inhibition, hits mostly inhibitors. 410,000 compounds, 0.21% hits; also: % is scaled to controls: 0 for no effect and ±100 for the full control effect
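Glutamate formation by hKGA was monitored fluorometrically using coupled glutamate oxidase, HRP and Amplex Red. Substrate was added as 1 mM L-glutamine solution; incubation was 30 min at RT after an initial read.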
12-LOX inh: inhibitors of human 12S-lipoxygenase ALOX12 | P18054 | purified 12hLO, xylenol orange hydroperoxide absorbance | 580,000 compounds, 1.1% hits | Potency, µM (titrated, usually from 108 µM), inactives show top-dose activity change, negative = inhibition, actives largely listed as inhibitors; also: % is scaled to controls: 0 for no effect and ±100 for the full control effect
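Hydroperoxide product was detected by ferrous iron/xylenol orange as the 573 to 405 nm absorbance ratio. Arachidonic acid at 40 uM (final) was turned over for 30 min at room temperature by 150 nM human 12hLO, pH 7.0 Hepes buffer, after 15 min compound preincubation.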
ERG Ets-DNA blk: blocks human ERG Ets domain binding to DNA; fluorescence polarization, His-ERG Ets domain / labelled DNA; Potency, µM (titrated, usually from 76.9 µM), for inactives: at the highest dose FP activity, negative = inhibition, hits mostly inhibitors; 370,000 compounds, 0.028% hits; active = well fitted inhibition curve with a large enough effect in the polarisation, with a control signal flat; inconclusive = small, poorly fitted or top-dose-only effect, or effect the other way, or a change in a side signal; inactive = no such curve, though single readings can be large or run the other way; the % refers to the polarisation;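 also: polarization taken with two DNA probes labelled with fluorescein and Texas red; % of control where 0% means no effect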
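His-tagged ERG Ets domain (1 uM in the protein solution; 300mM KCl, 50mM Tris-HCl, 1mM EDTA, 1mM DTT, pH 7.5) received compound, then a probe mix of 5 nM fluorescein-DNA and 100nM Texas-615-DNA. Fluorescence polarization was read for both dyes.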
HP1b chromo inh: blocks HP1-beta chromodomain binding to methylated histone tails; AlphaScreen HP1-beta / biotin-H3K9me3 peptide binding; 390,000 compounds, 0.56% hits; Potency, µM (titrated, usually from 114 µM), inactives show at the top dose activity change, negative = inhibition, hits mostly inhibitors; also: nearly all actives have a fitted effect of over 70% in size; inactives centre near 23
Target sequence (P83916 whole entry, looked up): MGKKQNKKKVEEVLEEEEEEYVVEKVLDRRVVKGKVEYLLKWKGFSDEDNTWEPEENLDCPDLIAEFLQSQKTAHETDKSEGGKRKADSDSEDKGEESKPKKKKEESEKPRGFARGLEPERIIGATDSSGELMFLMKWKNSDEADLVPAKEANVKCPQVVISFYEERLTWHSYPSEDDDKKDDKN
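HP1-beta protein (50 nM final) preincubated 30 min at room temperature with biotinylated H3(1-18)K9me3 peptide (50 nM) in PBS pH 7.4, 0.01% Tween-20, then compound added for 30 min. AlphaScreen streptavidin donor/nickel chelate acceptor beads (10 ug/mL final), 30 min dark, luminescence read.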
The depositor's hits bear a star; & = joins results of further samples; [ ] = remark or other dose. Unless noted, calls follow the shape of the dose curve; as a rule, active = well fitted curve in the direction sought with a large enough effect; inconclusive = small, poorly fitted or top-dose-only effect, or another doubt; inactive = no such curve, though single readings can be large; an effect the other way counts as inactive or inconclusive. Potency is read from the fitted curve at half-maximal effect.

`COc1ccc(-c2nc(=S)c3c([nH]2)Oc2ccc(C)cc2C3)cc1O` gave RGS4 inh 2%, Tb PGK inh 1%, JMJD2A Tudor -8%, TrxR1 inh 9%, Pin1 inhibitor 4%, GLS inhibitor 14%, 12-LOX inh inconclusive and HP1b chromo inh 12%.
`CCS(=O)(=O)N1CCCC(C(=O)NC2CCC(C)CC2)C1` (stereo unspecified) gave RGS4 inh 35%, Tb PGK inh 3%, JMJD2A Tudor -3%, TrxR1 inh 11%[57.1 µM], Pin1 inhibitor 7%, GLS inhibitor 0%, 12-LOX inh 0%, ERG Ets-DNA blk -5% and HP1b chromo inh 13%.
COc1cc(NC(=S)N2CCN(C(=O)C3CCCO3)CC2)c(OC)cc1Cl (stereo unspecified) was read as RGS4 inh -36%, Tb PGK inh -4%, JMJD2A Tudor -7%, TrxR1 inh -3%, Pin1 inhibitor -6%, GLS inhibitor 9%, 12-LOX inh -6%, ERG Ets-DNA blk -2% and HP1b chromo inh 43%[activator].
Screening Cc1cc(NC(=O)NC(C(F)(F)F)C(F)(F)F)no1 returned RGS4 inh -17%, Tb PGK inh 2%, JMJD2A Tudor -16%, TrxR1 inh 1%, Pin1 inhibitor -1%, GLS inhibitor -6%, 12-LOX inh 4%, ERG Ets-DNA blk -17% and HP1b chromo inh 42%[activator].
Screening CC(C)CC(OC(=O)c1ccco1)C(=O)NCC1CCCO1 (stereo unspecified) returned RGS4 inh 24%, Tb PGK inh -4%, JMJD2A Tudor 1%, TrxR1 inh -2%[57.1 µM], Pin1 inhibitor 1%, GLS inhibitor -3%, 12-LOX inh -21%, ERG Ets-DNA blk -5% and HP1b chromo inh 39%[activator].
CN(C)c1cccc2c1c(NC(=O)Nc1ccccc1)nn2C was read as RGS4 inh -23%, Tb PGK inh 6%, JMJD2A Tudor inconclusive, TrxR1 inh -18%, Pin1 inhibitor -2%, GLS inhibitor 19%, 12-LOX inh inconclusive, ERG Ets-DNA blk -1% and HP1b chromo inh 10%.
`Cc1nc2sc(C(c3cccs3)N3CCOCC3)c(O)n2n1` (stereo unspecified) gave RGS4 inh 8%, Tb PGK inh -5%, JMJD2A Tudor -15%, TrxR1 inh -14%[57.1 µM], Pin1 inhibitor 3%, GLS inhibitor -1%, 12-LOX inh 21%, ERG Ets-DNA blk -9% and HP1b chromo inh 24%.
CN(C)S(=O)(=O)c1ccc(Cl)c(NC(=O)CN2C(=O)NC3(CCc4ccccc43)C2=O)c1 (stereo unspecified) was read as RGS4 inh 24%, Tb PGK inh -6%, JMJD2A Tudor -13%, TrxR1 inh 13%, Pin1 inhibitor -4%, GLS inhibitor -2%, 12-LOX inh 43%[activator], ERG Ets-DNA blk 3% and HP1b chromo inh 32%.
`COc1cccc(C(=O)NCCc2csc(-c3ccc(Cl)cc3)n2)c1` gave RGS4 inh -2%, Tb PGK inh inactive, JMJD2A Tudor -10%, TrxR1 inh 11%[57.1 µM], Pin1 inhibitor 1%, GLS inhibitor 2%, 12-LOX inh -21%, ERG Ets-DNA blk 1% and HP1b chromo inh 21%[57 µM].
CCOC(=O)CC(NC(=O)Cn1nnc(-c2ccccc2Cl)n1)c1ccc(OC)cc1 (stereo unspecified) was read as RGS4 inh 7%&4%, Tb PGK inh 0%&3%, JMJD2A Tudor -10%&-4%, TrxR1 inh -2%, Pin1 inhibitor 24%&0%, GLS inhibitor 7%&-16%, 12-LOX inh -2%&-18%, ERG Ets-DNA blk -8%&7% and HP1b chromo inh 27%&24%.
`COc1ccc(S(=O)(=O)NCCc2sc3nc(-c4ccc(C)cc4)nn3c2C)cc1F` gave RGS4 inh -21%, Tb PGK inh 3%, JMJD2A Tudor -7%, TrxR1 inh 5%[57.1 µM], Pin1 inhibitor -1%, GLS inhibitor 8%, 12-LOX inh inconclusive, ERG Ets-DNA blk -2% and HP1b chromo inh 36%.
Cc1cccc(NC(=S)NCCc2ccccc2)c1C was read as RGS4 inh 7%, Tb PGK inh -6%, JMJD2A Tudor -20%, TrxR1 inh 11%[57.1 µM], Pin1 inhibitor 1%, GLS inhibitor -17%, 12-LOX inh inconclusive, ERG Ets-DNA blk -24% and HP1b chromo inh 33%.
O=C(Nc1nnc(SCc2ccc(F)cc2)s1)c1ccc2c(c1)C(=O)N(c1ccccc1Cl)C2=O was read as RGS4 inh 8%, Tb PGK inh 0%, JMJD2A Tudor -25%, TrxR1 inh 17%, Pin1 inhibitor 2%, GLS inhibitor 4%, 12-LOX inh -1%, ERG Ets-DNA blk -6% and HP1b chromo inh 13%.
For COc1ccc(S(=O)(=O)N2CCCC2)c2ccccc12 the results were RGS4 inh -4%, Tb PGK inh 0%, JMJD2A Tudor -7%, TrxR1 inh 6%, Pin1 inhibitor 4%, GLS inhibitor -5%, 12-LOX inh 13%, ERG Ets-DNA blk -13% and HP1b chromo inh 33%.
`Cc1cccc(C)c1OCC(=O)Nc1ccccc1N1CCCCC1` gave RGS4 inh -11%, Tb PGK inh 13%, JMJD2A Tudor 54%[activator], TrxR1 inh 12%, Pin1 inhibitor inconclusive, GLS inhibitor 0%, 12-LOX inh 1%, ERG Ets-DNA blk 21% and HP1b chromo inh 87%[activator].

Brought forward from above: two entries; new compounds follow.
For COc1ccc(S(=O)(=O)N2CCCC2)c2ccccc12 the results were RGS4 inh -4%, Tb PGK inh 0%, JMJD2A Tudor -7%, TrxR1 inh 6%, Pin1 inhibitor 4%, GLS inhibitor -5%, 12-LOX inh 13%, ERG Ets-DNA blk -13% and HP1b chromo inh 33%.
`Cc1cccc(C)c1OCC(=O)Nc1ccccc1N1CCCCC1` gave RGS4 inh -11%, Tb PGK inh 13%, JMJD2A Tudor 54%[activator], TrxR1 inh 12%, Pin1 inhibitor inconclusive, GLS inhibitor 0%, 12-LOX inh 1%, ERG Ets-DNA blk 21% and HP1b chromo inh 87%[activator].
For N#Cc1cccc(NC(=O)Cn2cnc(S(=O)(=O)N3CCc4ccccc43)c2)c1 the results were RGS4 inh -14%[56.9 µM], Tb PGK inh -5%, JMJD2A Tudor -21%, TrxR1 inh -3%, Pin1 inhibitor -4%, GLS inhibitor -4%, ERG Ets-DNA blk 3% and HP1b chromo inh -3%.
Screening O=C(Nc1ccc(Cl)c(-c2nc3ccccc3o2)c1)c1ccc(-c2cccc([N+](=O)[O-])c2)o1 returned RGS4 inh 22%, Tb PGK inh 9%, JMJD2A Tudor -15%, TrxR1 inh 6%, Pin1 inhibitor -2%, GLS inhibitor -8%, 12-LOX inh -9%, ERG Ets-DNA blk -4% and HP1b chromo inh 20%.
`O=C(/C=C/c1cccc([N+](=O)[O-])c1)N1CCN(Cc2ccccc2)CC1` gave RGS4 inh 0%, Tb PGK inh -5%, JMJD2A Tudor -28%, TrxR1 inh 53%[11.4 µM], Pin1 inhibitor -3%, GLS inhibitor -1%, 12-LOX inh 0%, ERG Ets-DNA blk 10% and HP1b chromo inh 6%.
Screening CC(=O)Nc1cccc(/C(C)=N/NC(N)=S)c1 returned RGS4 inh -19%, Tb PGK inh -4%, JMJD2A Tudor -3%, TrxR1 inh 25%[57.1 µM], Pin1 inhibitor 0%, GLS inhibitor 0%, 12-LOX inh -8%, ERG Ets-DNA blk -6% and HP1b chromo inh -6%.
Clc1ccc(-c2nc3ccccc3n2OCc2ccccc2)cc1 was read as RGS4 inh -27%, Tb PGK inh 0%, JMJD2A Tudor 39%[activator], TrxR1 inh -4%, Pin1 inhibitor 0%, GLS inhibitor 4%, 12-LOX inh -13%, ERG Ets-DNA blk 9% and HP1b chromo inh 94%[activator].
`Cc1ccc(C2(c3noc(CN4CCC(C(=O)N5CCOCC5)CC4)n3)CCCC2)cc1` gave RGS4 inh 5%, Tb PGK inh -6%, JMJD2A Tudor -18%, TrxR1 inh 20%, Pin1 inhibitor 2%, GLS inhibitor 0%, 12-LOX inh 13%, ERG Ets-DNA blk 4% and HP1b chromo inh 13%.
`O=C(c1ccc2c(c1)N(Cc1ccc(F)cc1)C(=O)c1ccccc1S2(=O)=O)N1CCN(c2ccccn2)CC1` gave RGS4 inh -1%&4%, Tb PGK inh -5%, JMJD2A Tudor -20%&-34%, TrxR1 inh 10%&56%, Pin1 inhibitor 10%&10%, GLS inhibitor 3%&2%, 12-LOX inh -2%&-20%, ERG Ets-DNA blk 0%&5% and HP1b chromo inh 15%&36%.
FC(F)(F)c1cccc(N2CCN(Cc3ccoc3)CC2)c1 was read as RGS4 inh -13%, Tb PGK inh inactive, JMJD2A Tudor 3.5µM*, TrxR1 inh inconclusive, Pin1 inhibitor 4%, GLS inhibitor 6%, 12-LOX inh inconclusive, ERG Ets-DNA blk -2% and HP1b chromo inh inconclusive.
Cc1ccc(NC(=O)CN2CCC(C(N)=O)CC2)cc1[N+](=O)[O-] was read as RGS4 inh 1%, Tb PGK inh inactive, JMJD2A Tudor 2%, TrxR1 inh 12%, Pin1 inhibitor -4%, GLS inhibitor -3%, 12-LOX inh -7%, ERG Ets-DNA blk -12% and HP1b chromo inh 52%[activator].
CC1CCN(c2nc3c(c(=O)[nH]c(=O)n3C)n2CCCc2ccccc2)CC1 was read as RGS4 inh 8%, Tb PGK inh inactive, JMJD2A Tudor inconclusive, TrxR1 inh 6%, Pin1 inhibitor 3%, GLS inhibitor -3%, 12-LOX inh -8%, ERG Ets-DNA blk 6% and HP1b chromo inh 1%.

This is a subset; count on the stated rates, not on these rows.
